HepG2 viability: counter-screen for TGF-b inhibitors: cytotoxicity in HepG2 cells; HepG2 CAGA-GFP viability, ATP luminescence, 18 h; Potency, µM (doses to about 46.1 µM), inactives show at the highest dose activity change, negative = cytotoxicity, most hits filed as cytotoxic; 410,000 compounds, 0.76% hits; AID 588856; further: potency means the concentration at half of the fitted maximal effect; some results filed as inactive show a strong effect at the top dose
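HepG2 CAGA-GFP cells (1000/well, DMEM with 1% FBS) received compound, then TGF-beta at 500 pg/mL final, and were incubated 18 hours at 37 degrees C. Viability was read by CellTiter-Glo luminescence. Media-only wells were set as complete cell-killing and DMSO as no toxicity.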
Mm-Cpn inhibitor: M. maripaludis TRiC chaperonin inhibition; 330,000 compounds, 0.031% hits; Potency, µM (titrated, usually from 76.9 µM), without a hit: at the highest dose activity, negative = inhibition, actives largely listed as inhibitors; purified Mm-Cpn ATPase, ADP Transcreener TR-FRET; further: potency means the concentration at half of the fitted maximal effect; on the % scale 0 is the no-effect control and ±100 the full control effect; nearly all actives have a fitted effect of over 80% in size
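Quantitative HTS used 25 nM Mm-CPN and 10 uM ATP in magnesium/KCl Tris buffer, pH 7.4, with 1 mM DTT. Hydrolysis ran 30 min at 37°C; ADP was read by HTRF.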
S2 tox: reduces viability in counter-screen for ATXN expression inhibitors | 400,000 compounds, 0.49% hits | Potency, µM (highest dose often 56.7 µM), most hits filed as cytotoxic | S2 cells (HEK-293 line with an ATXN2-luciferase reporter) viability, CellTiter-Fluor protease fluorescence, 24 h; further: potency means the concentration at half of the fitted maximal effect; nearly all actives have a fitted effect of over 40% in size
CCT modulator: modulators of cytosolic chaperonin (CCT/TRiC) activity. activity change, % (concentration not given with the values), hits read low. purified chaperonin ATPase assay, HTRF ADP detection, 30 min. 360,000 compounds, 0.3% hits; in the data active means activity change below about -30%; further: on the % scale 0 is the no-effect control and ±100 the full control effect
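We incubate TRiC, 40 or 20 nM final, with library compounds at 76 uM and 10 uM ATP for 30 min at 37 °C. ADP formed is detected with Transcreener HTRF reagents after 30 min at room temperature.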
A549 viability: counter-screen for Nrf2 inhibitors: cytotoxicity in A549 cells | A549 ARE-Fluc cells, CellTiter-Fluor viability, 18-24 h | Potency, µM (doses to about 46 µM), for the others: at the top dose activity change, negative = cytotoxicity, hits mostly inhibitors | 390,000 compounds, 0.16% hits | AID 504648; further: potency means the concentration at half of the fitted maximal effect; on the % scale 0 is the no-effect control and ±100 the full control effect
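A549 ARE_Fluc cells in 5% FBS OPTI-MEM were exposed to compounds in concentration-response for 18-24 h at 37 deg C. Viability was read by CellTiter-Fluor fluorescence (Ex 405/Em 525) after 30 min, before the luciferase read.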
Akt phos inh: blocks phosphorylation of Akt. activity change, % for hits at 50 µM. Neuro2A IGF-stimulated pAkt S473 HTRF, 20 min; hits give low values. 360,000 compounds, 0.32% hits; in the data active means activity change below about -80%; inconclusive means mostly about -51% to -80%; further: on the % scale 0 is the no-effect control and ±100 the full control effect
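Neuro2A cells in DMEM with 0.5% FBS, overnight at 37 deg C, given compound at single 50 µM final, then IGF (6 nM final) for 20 min at 37 deg C. Lysed; phospho-Akt Ser473 by HTRF after 24 h, 665/615 ratio.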
Nrf2 ARE act: activates Nrf2 signaling | AREc32 ARE-luciferase reporter (MCF7-derived line), luminescence, 24 h | Potency, µM (doses to about 46.1 µM), without a hit: at the top dose activation, usual class: activators | 410,000 compounds, 0.31% hits; further: potency means the concentration at half of the fitted maximal effect; % of control where 0% means no effect; nearly all actives have a fitted effect of over 65% in size
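ARE activation measured as luciferase luminescence (Steady-Glo, 30 min RT) in AREc32_Fluc cells after 24 hr compound exposure at 37 deg C, 5% CO2; cells seeded overnight at 1000/well in OPTI-MEM, 5% FBS.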
Nrf2 block: inhibitors of Nrf2 signaling; 360,000 compounds, 2.1% hits; A549 ARE-Fluc reporter, luciferase luminescence, 18-24 h; Potency, µM (doses to about 46 µM), inactives show top-dose activity change, negative = inhibition, actives largely listed as inhibitors; further: potency means the concentration at half of the fitted maximal effect; on the % scale 0 is the no-effect control and ±100 the full control effect; nearly all actives have a fitted effect of over 60% in size
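Nrf2 activity is the BugLite luminescence, read 15 min after reagent at room temperature, following CellTiter-Fluor cytotoxicity readout (30 min, 37C). Compound titrations were applied for 18-24 h to 5000 A549 ARE_Fluc cells/well in 5% FBS OPTI-MEM.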
TGFb inhibitor: TGF-b pathway inhibition | Potency, µM (doses to about 46.1 µM), for inactives: top-dose activity, negative = inhibition, hits mostly inhibitors | HepG2 CAGA-GFP TGF-b/SMAD3 reporter, GFP fluorescence, 18 h; TGF-beta stimulated, 500 pg/mL final | AID 588855 | 410,000 compounds, 1.2% hits; further: potency means the concentration at half of the fitted maximal effect; on the % scale 0 is the no-effect control and ±100 the full control effect; nearly all actives have a fitted effect of over 65% in size
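HEPG2 CAGA-GFP, 1000 cells/well; 2 h settle, 37 C; cpd via pin tool; TGF-b 500 pg/mL final; 18 h, 37 C; GFP imaging ex488/em500-530; %Activity normalised to -TGF-b and +DMSO controls; CRC fit, curve class.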
Starred values were filed as active, the others as inactive; i = inactive; u = inconclusive; x = no result given; [ ] = remark or other dose. Unless noted, the call rests on the fitted dose curve; in most records, active means well fitted curve in the direction sought with a large enough effect; inconclusive means small, poorly fitted or top-dose-only effect, or another doubt; inactive means no such curve, though single readings can be large; an effect the other way counts as inactive or inconclusive.

SMILES	HepG2 viability	Mm-Cpn inhibitor	S2 tox	CCT modulator	A549 viability	Akt phos inh	Nrf2 ARE act	Nrf2 block	TGFb inhibitor
O=C(NC12CC3CC(CC(C3)C1)C2)N1CCC(O)CC1	12%	2%	i	-3.8	-1%	i	-0.5%	x	-5%
O=C(CCC(=O)NNC(=O)Nc1ccc(Cl)cc1)NCc1ccccc1	-41%	0%	i	-2.7	7%	i	-0.4%	10%	u
COc1ccccc1NC(=O)NNC(=O)CCN1CCOCC1	9%	2%	i	-0.6	0%	i	-0.4%	4%	14%
COc1ccccc1OCC(=O)NC1CCCc2ccccc21 (stereo unspecified)	-15%	1%	i	-1.2	1%	i	2.5%	-1%	-10%
CC(C)(C)c1ccc(C(=O)Nc2ccc(Cl)cc2)cc1	-12%	-1%	i	-2.2	0%	i	6.2%	u	30%
Cc1cc(C(=O)NCCCc2ccccc2)no1	2%	2%	i	-0.9	1%	i	2.2%	6%	-25%
COC(=O)c1ccc(CSc2nnc(NC(=O)c3cc4c(s3)CCCC4)s2)cc1	-2%	-12%	i	-8.5	-10%	i	3.0%	8%	-22%
N#CCC(=O)Nc1ccc(C(=O)OCC(=O)C23CC4CC(CC(C4)C2)C3)cc1	-10%	1%	i	-1.5	-5%	i	-0.8%	4%	-17%
COc1ccc([N+](=O)[O-])cc1C(=O)Nc1ccc(Cc2ccncc2)cc1	-27%	-4%	x	-0.3	-1%	i	9.2%	4%	0%
O=C(/C=C/c1ccc(F)cc1)NNC(=O)CCN1CCN(Cc2ccccc2)CC1	-22%	-1%	i	0.6	0%	i	9.7%	4%	-26%
CC[C@]12c3[nH]c4ccccc4c3CCN1C(=O)C(CC(=O)NCCCN(C)C)C[C@@H]2C(=O)N1CCN(C(=O)C2CC2)CC1 (stereo partly specified)	-21%	-1%	i	-1.8	4%	i	-0.3%	0%	-4%
Oc1ccc(C[C@@H]2CNCCN2CCc2cccc3ccccc23)cc1	-67%	-1%	i	-2.6	5%	i	-5.8%	17%	u
Cc1cccc(CN2CCN(C3CN(Cc4cn(Cc5ccc(Cl)cc5)nn4)S(=O)(=O)C3)CC2)c1 (stereo unspecified)	x	x	i	-1.5	x	i	4.5%	x	x
COc1cc(CNc2ncnc3c2ncn3[C@H]2CN(Cc3ccc(Cl)cc3)C[C@@H](CO)O2)cc(OC)c1OC	-16%	x	i	0.6	x	i	6.1%	x	2%
CCCCCC(O)(c1ccc(OC)cc1)C(CN1CCOCC1)c1ccccc1 (stereo unspecified)	-20%	2%	u	0.0	-4%	i	6.0%	u	13µM*
COc1cc(C(=O)NCC(c2cccnc2)N2CCc3ccccc3C2)cc(OC)c1OC (stereo unspecified)	-13%	x	x	x	-2%	x	5.0%	13%	u
O=C(Nc1ccc(-n2cnnn2)cc1)c1cn2ccccc2n1	4%	0%	i	-2.7	9%	i	-0.7%	10%	0%
CCOC(=O)CCn1nnc(N)n1	2%	1%	i	-0.9	-3%	i	0.0%	-1%	2%
O=C1CC2C(CCC23OCCO3)c2ccc3ccccc3c21 (stereo unspecified)	-23%	x	i	-3.1	-3%	i	4.6%	4%	0%
CC(C)N(CCNCC(O)COc1ccc(C(C)(C)c2ccccc2)cc1)C(C)C (stereo unspecified)	-31%	-1%	i	2.3	-11%	i	5.0%	23%	u
O=C(NNC(=O)c1ccccc1O)c1ccc(NS(=O)(=O)c2ccc(F)cc2)cc1	-29%	-2%	i	-0.7	0%	i	-0.2%	-5%	-6%
COc1ccccc1N1CCN(C(=O)C(C)CS(=O)(=O)c2ccc3c(c2)NC(=O)CS3)CC1 (stereo unspecified)	-1%	3%	i	0.0	-3%	x	-0.8%	2%	-20%
COCCn1c(=N)c(C(=O)NC2CCCC2)cc2c(=O)n3cc(C)ccc3nc21	-5%	x	x	x	6%	x	-1.4%	3%	5%
O=c1c(Cl)c(N2CCC3(CC2)OCCO3)cnn1C12CC3CC(CC(C3)C1)C2	4%	0%	i	0.1	0%	i	0.6%	-17%	0%
COc1ccc(NC(=O)CSc2nc(SC)ns2)c(OC)c1	-17%	-1%	i	0.1	0%	i	19%	u	4%

Exported as a markdown table: two of the compounds above
| structure | HepG2 viability | Mm-Cpn inhibitor | S2 tox | CCT modulator | A549 viability | Akt phos inh | Nrf2 ARE act | Nrf2 block | TGFb inhibitor |
| --- | --- | --- | --- | --- | --- | --- | --- | --- | --- |
| O=C(NC12CC3CC(CC(C3)C1)C2)N1CCC(O)CC1 | 12% | 2% | i | -3.8 | -1% | i | -0.5% | x | -5% |
| Cc1cc(C(=O)NCCCc2ccccc2)no1 | 2% | 2% | i | -0.9 | 1% | i | 2.2% | 6% | -25% |

Following part.
SMILES	HepG2 viability	Mm-Cpn inhibitor	S2 tox	CCT modulator	A549 viability	Akt phos inh	Nrf2 ARE act	Nrf2 block	TGFb inhibitor
Cc1ccc(Cn2ncc(C)c2N)o1	-4%	-8%	i	-2.7	11%	i	-0.6%	-3%	-7%
CCCc1cc(=O)[nH]c(SCc2csc(-c3ccccc3)n2)n1	19%	-4%	i	-0.4	3%	i	2.3%	3%	16%
COc1cc(C(=O)COC(=O)CNC(=O)C2CCCCC2)cc(OC)c1OC	-2%	0%	i	0.2	-8%	i	-0.4%	-21%	5%
COc1ccc(OC)c(C2C(C(=O)c3cc4ccccc4o3)=C(O)C(=O)N2c2cc(C)on2)c1 (stereo unspecified)	-10%	-11%	i	0.7	12µM*	i	3.0%	u	2%
COc1ccc(-c2noc(-c3cc(-c4ccc(F)cc4)n[nH]3)n2)cc1	-36%	x	x	x	22%	x	-1.2%	9%	u
Brc1csc(/C=N/Nc2nc3ccccc3s2)c1	-12%	-1%	i	0.7	-3%	i	u	u	-34%
CCC1=NN2C(=N)/C(=C\c3cccn3-c3ccc(Cl)cc3)C(=O)N=C2S1	-21%	-2%	i	-2.1	-2%	i	-0.3%	10%	0%
CCN(CC)P(=O)(c1ccccc1)c1c(C)nc2ccccn12 (stereo unspecified)	-3%	0%	u	-1.2	2%	i	0.1%	6%	-18%
CC(C)CC(CO)N1CCN(C(=O)c2ccc(C(C)(C)C)cc2)CCC1=O (stereo unspecified)	1%	0%	i	-3.1	-4%	i	2.9%	12%	-18%
CCC(C)(C)n1nnnc1C(c1ccccn1)N1CCOCC1 (stereo unspecified)	-12%	1%	i	-4.6	1%	i	0.0%	-1%	-13%
O=C(CCC(=O)OCCCC(F)(F)C(F)(F)F)Nc1ccc(Cl)cc1Cl	14%	0%	i	-4.9	1%	x	-0.6%	10%	14%
COc1cccc(NC(=O)C(=O)NCCc2sc(-c3cccc(C)c3)nc2C)c1	-17%	x	i	x	1%	x	3.0%	x	9%
COc1ccccc1Nc1nc(-c2cccnc2)cs1	-8%	-1%	i	-5.8	5%	i	5.4%	u	10%
Cc1cccc(-c2nc3ccccc3c(=O)[nH]2)c1	6%	-9%	i	-1.3	6%	i	6.0%	u	1%
O=C(c1ccc(-c2ccccc2Cl)s1)N1CCOCC1	5%	x	i	0.4	16%	i	-1.1%	u	14%
Cc1ccc(CNC(=O)CN2C(=O)COc3ccc(C)cc32)cc1	2%	0%	x	-0.6	-6%	x	-0.6%	-11%	-12%
COc1cc2nc(CN3CCN(S(=O)(=O)c4ccccc4)CC3)[nH]c(=O)c2cc1OC	6%	2%	i	-1.7	0%	i	-0.4%	-26%	0%
COc1ccccc1CNCC(O)(c1ccc(Cl)cc1)c1ccc(Cl)cc1	-103%	-1%	i	0.2	-14%	i	5.3%	-19%	u
CSc1ccccc1C(=O)C1CCCN(Cc2cnn(-c3ccccc3)c2)C1 (stereo unspecified)	2%	-1%	i	-0.6	-9%	i	5.8%	-21%	-13%
COc1ccc(N(C(=O)c2ccco2)C(C(=O)NC2CCCC2)c2ccc(C)cc2)c(OC)c1 (stereo unspecified)	3%	-2%	i	-4.3	0%	i	-0.6%	0%	7%
COc1ccc(NC(=O)c2cc(-c3ccc(F)cc3OC(C)C)n[nH]2)c(OC)c1	-5%	x	u	-0.5	x	i	0.2%	x	16%
CCCCCC1=CCC/C1=N\NC(=O)c1ccc2c(c1)OCO2	-21%	-3%	i	-1.1	-15%	i	2.2%	u	-14%
O=C(CSc1nncn1-c1cccnc1)Nc1ccccc1[N+](=O)[O-]	-14%	2%	i	-0.2	0%	i	u	6%	3%
Cc1ccc2nc(-c3ccc(O)cc3)c(Nc3ccc(Cl)cc3)n2c1	-83%	x	x	x	-28%	x	12%	u	18µM*
COCCNC(=O)CCCn1c(SCc2ccccc2Cl)nc2c(sc3ccccc32)c1=O	70%	x	i	x	2%	x	9.0%	-16%[9.27 µM]	88%[activator]

Next records
SMILES	HepG2 viability	Mm-Cpn inhibitor	S2 tox	CCT modulator	A549 viability	Akt phos inh	Nrf2 ARE act	Nrf2 block	TGFb inhibitor
Cc1ccccc1OCC(=O)OCC(=O)Nc1cc(S(=O)(=O)N2CCCCC2)ccc1Cl	11%	1%	i	0.4	0%	i	-0.6%	-16%	-7%
CC1=NCCN1S(=O)(=O)c1cc([N+](=O)[O-])ccc1Cl	3%	0%	i	-0.8	5%	i	7.1%	2%	u
COc1ccc(N=Nc2c(-c3ccc(OC)cc3)[nH]oc2=O)cc1	-5%	0%	i	-1.6	-16%	i	2.0%	-14%	-1%
COc1ccc(C(=O)c2ccc(Br)cc2)c2ccccc12	7%	0%	u	-0.1	-3%	i	0.2%	13%	-1%
O=C(CSc1nccn1Cc1ccccc1)Nc1ccccc1	-2%	-1%	i	-2.0	4%	i	2.7%	18%	0%
Cc1cc2c(=O)n(CC(=O)N3CCN(c4ccc(F)cc4)CC3)cnc2s1	-2%	0%	i	-2.1	1%	i	-0.7%	x	-19%
COc1ccc(S(=O)(=O)Cc2ccc(C(=O)N3CCN(c4ccccn4)CC3)o2)cc1	40%	1%	i	-2.9	10%	i	-0.5%	-12%	5%

Compound activity as filed in PubChem BioAssay.
